Screening data from PubChem BioAssay.
Autofluor Jurkat = compound fluoresces in Jurkat cells, VLA-4 screen interference; compound autofluorescence, flow cytometry; hits give high values; 1 = vehicle-only cell background; fluorescence ratio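 (tested at 10 µM compound in the well)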; hit rate 0.61% among 24,000; AID 576;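 active = fluorescence ratio above 2.44, which is 1 plus 3 SD of all ratios; inconclusive = signal too bright to measure linearly, ratio around 10 or more; inactive = fluorescence ratio below 2.44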;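 also: green fluorescence of cells measured with 488 nm excitation and 530 nm emission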
LNCaP diff act = activators of LNCaP prostate cell differentiation; hit rate 0.56% among 24,000; side scatter shift, % at 10 µM; flow cytometry side scatter, 4 d;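 active = side scatter shift above 30%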;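 also: androgen-responsive LNCaP prostate cancer cells in charcoal-stripped serum medium; percent of cells past a gate set so DMSO wells show 10% shift; higher shift means more granular cells and more differentiation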
VLA-4 agonist = allosterically activates the human VLA-4 integrin | P13612 | Jurkat cells, LDV-FITC binding, flow cytometry | activation, % at 10 µM (by protocol) | 24,000 tested, under 10 active;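 active = fluorescent ligand binding to cells raised by more than 40% of the manganese-induced maximum; inconclusive = compound's own fluorescence above 85% of the ligand control signal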;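 also: 0% = ligand binding without compound and 100% = manganese-stimulated maximal binding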
Target sequence (P13612 whole entry, looked up): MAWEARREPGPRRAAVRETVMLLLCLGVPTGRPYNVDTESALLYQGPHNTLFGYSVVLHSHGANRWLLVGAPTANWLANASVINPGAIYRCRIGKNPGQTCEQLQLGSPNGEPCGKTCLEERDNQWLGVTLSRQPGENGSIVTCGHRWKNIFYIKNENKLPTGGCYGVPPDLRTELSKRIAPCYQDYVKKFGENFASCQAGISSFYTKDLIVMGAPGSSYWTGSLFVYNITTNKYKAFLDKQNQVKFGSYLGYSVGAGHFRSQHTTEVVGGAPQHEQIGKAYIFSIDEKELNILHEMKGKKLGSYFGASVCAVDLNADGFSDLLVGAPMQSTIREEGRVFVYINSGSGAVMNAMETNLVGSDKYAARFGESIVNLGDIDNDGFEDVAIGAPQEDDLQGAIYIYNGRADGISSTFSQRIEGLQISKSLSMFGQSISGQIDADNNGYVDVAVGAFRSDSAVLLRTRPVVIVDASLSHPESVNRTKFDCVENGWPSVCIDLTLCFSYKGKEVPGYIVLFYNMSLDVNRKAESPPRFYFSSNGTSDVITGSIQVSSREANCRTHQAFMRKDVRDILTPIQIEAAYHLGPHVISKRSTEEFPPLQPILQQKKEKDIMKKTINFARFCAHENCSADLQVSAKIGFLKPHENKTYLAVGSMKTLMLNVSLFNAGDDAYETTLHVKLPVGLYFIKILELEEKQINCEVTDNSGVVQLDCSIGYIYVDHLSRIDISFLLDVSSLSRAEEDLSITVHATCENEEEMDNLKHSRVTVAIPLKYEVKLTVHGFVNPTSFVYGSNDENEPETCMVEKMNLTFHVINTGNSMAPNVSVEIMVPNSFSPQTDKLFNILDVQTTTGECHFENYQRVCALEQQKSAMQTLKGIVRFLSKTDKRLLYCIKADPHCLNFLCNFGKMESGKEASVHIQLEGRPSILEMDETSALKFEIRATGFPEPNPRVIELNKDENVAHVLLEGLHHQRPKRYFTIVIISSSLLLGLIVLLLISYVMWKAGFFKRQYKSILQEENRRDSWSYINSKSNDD
VLA-4 antagonist = blocks LDV-FITC ligand binding to Mn2+-activated human VLA-4 integrin. P13612. Jurkat cells, LDV-FITC binding with Mn2+, flow cytometry; 100% = Mn2+-driven binding gain fully reversed. inhibition, % at 10 µM (by protocol). hit rate 0.2% among 24,000. AID 529;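 active = inhibition above 50%; inconclusive = compound itself fluorescent, judged against control cell fluorescence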;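 also: 0% = Mn2+ stimulated cells lacking compound and 100% = ligand binding without Mn2+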
* hit, by the source's call; ? = inconclusive.

SMILES	Autofluor Jurkat	LNCaP diff act	VLA-4 agonist	VLA-4 antagonist
CCC(=O)Nc1c(C#N)c2nc3ccccc3nc2n1-c1ccccc1C	1.42	7.0	-22.0	13.5
O=C(NCCN1C(=O)C2C3C=CC(C3)C2C1=O)Nc1ccc(Br)cc1 (configuration not stated)	0.81	16.0	?	?
CCn1c(SCC(N)=O)nc2c1c(=O)n(C)c(=O)n2C	0.99	10.0	0.5	-11.5
O=C(NC(=O)c1cccc(F)c1)OC[C@@H]1CCCN2CCCC[C@H]12	1	6.0	5.3	-11.7
COc1ccc(N2C(=O)CSC2c2cccc(F)c2)c(OC)c1 (configuration not stated)	1.1	4.0	1.0	32.0
CCOCCn1c(=O)c2c(nc3n2CCN3c2ccc(C)cc2)n(C)c1=O	1.12	1.0	2.0	-16.0
O=C(Cn1c(=O)oc2cc(S(=O)(=O)N3CCc4ccccc43)ccc21)N1CCCCC1	1.18	13.0	?	?
CCN(CCNC(=O)CS(=O)(=O)Cc1nc(-c2cccc(OC)c2)oc1C)c1ccccc1	1.07	10.0	-10.0	-3.0
C#CC(C)(C)NC(=O)CSc1nc2c(c(=O)n(C)c(=O)n2C)n1CCCC	0.97	9.0	8.0	0.0
COc1ccc2[nH]cc(CCN=C3SCC(=O)N3C)c2c1	1.4	10.0	?	?
CC1CCc2nn(CC(=O)NCCN3CCOCC3)cc2C1 (configuration not stated)	1	11.0	-2.3	-6.5
CC1=CC(=C2C(=O)c3ccccc3C2=O)C=C(C)N1C	1.1	19.0	0.0	12.0
COC(=O)CSc1ccc2c(N)c(C(=O)OC)sc2c1	1.1	2.0	0.0	14.0
CCOC(=O)N1CCN(C(=O)C2CCC(CNS(=O)(=O)c3ccccc3)CC2)CC1 (configuration not stated)	1.07	4.0	2.0	4.0
O=C(CCN1C(=O)C2C3C=CC(C3)C2C1=O)N1CCN(c2cccc(Cl)c2)CC1 (configuration not stated)	1.06	9.0	3.0	-9.0
COC(=O)CSc1nnc(Cc2cc(=O)[nH]c(=O)[nH]2)n1-c1cccc(OC)c1	0.92	16.0	-1.0	2.0
O=C1CCCC2=C1C1(CCCC1)N=C(Nc1nc3ccccc3s1)N2	1	11.0	0.5	-4.5
COc1ccc2c(c1)C1(C)CC(C)(C)N2C(=O)N1c1ccccc1 (configuration not stated)	1.07	4.0	-10.5	25.0
CN(CCCn1c(=S)[nH]c2ncccc2c1=O)Cc1ccccc1	1.13	7.0	11.0	-53.0
CS(=O)(=O)n1nc(OC(=O)c2cccc3ccccc23)cc1N	0.93	10.0	-15.0	24.0
CCc1nnc(NC(=O)CSc2nc(-c3ccc(OC)cc3)ns2)s1	1.09	14.0	3.0	2.0
O=C(c1ccc(COc2ccccc2Cl)o1)N1CCN(c2ccccc2)CC1	1.05	2.0	-4.0	18.0
COc1ccc(CCNc2oc(-c3ccccc3OC)nc2C#N)cc1	0.92	11.0	12.5	-33.0
c1ccc2cc3[nH]c(CN4CCCCC4)nc3cc2c1	1.06	10.0	-7.0	11.0
O=C(Nc1nccs1)C1CCCN(S(=O)(=O)c2cccc3cccnc23)C1 (configuration not stated)	1.08	8.0	0.0	6.0
CCOC(=O)c1sc2cccc(F)c2c1N	0.97	2.0	3.7	-22.0
COc1ccc(C2C(C(=O)Nc3cc(C)on3)c3ccccc3C(=O)N2C)cc1 (configuration not stated)	1.06	3.0	1.0	21.0
O=C1C2CCCN2C(c2ccc(F)c(F)c2)N1c1cccc(Cl)c1 (configuration not stated)	0.92	9.0	4.0	3.0
Cc1nn(CCCC(=O)N2CCc3ccccc3C2)c(=O)c2cc3sccc3n12	1.2	6.0	0.0	-7.0
O=C(c1cccc2ccccc12)N1CCC(N2CCN(c3ccccc3)CC2)CC1	1.1	15.0	-3.5	-16.0
CC(=O)NCCOc1cccc(OCCNC(C)=O)c1	1.04	19.0	-1.0	-6.5
O=C(Nc1ccc(NC(=O)C2CCCN2C(=O)OCc2ccccc2)cc1)c1ccco1 (configuration not stated)	1.06	14.0	-2.0	-3.0
O=C(CN(c1ccc(F)cc1)S(=O)(=O)c1ccc2c(c1)OCCO2)Nc1cccnc1	1.05	4.0	-2.5	-9.0
CCc1ccc(NC(=O)CN(c2ccc3c(c2)OCO3)S(=O)(=O)c2c(C)noc2C)cc1	1.15	12.0	-16.0	34.0
Cc1cc2c(=O)n(CC(=O)NCC(=O)N3CCN(Cc4ccccc4)CC3)cnc2s1	1.04	5.0	2.0	34.0
CCn1c(C(=O)OC)cc2c1ccn2-c1ccc(F)cc1	1.07	19.0	0.5	12.0
Cc1ccsc1C(=O)Nc1ccc(C(=O)O)cc1	1.02	6.0	0.8	5.0
CCOc1ccc(-n2nc(C(=O)N3CCOCC3)c3ccccc3c2=O)cc1	0.96	8.0	5.0	10.0
CC(C)Cn1cc(C(=O)NCC2CCCO2)c2c3ccccc3n(C)c2c1=O (configuration not stated)	1.01	2.0	-3.0	3.3
O=C(NCc1ccccn1)c1ccc(/C=N/O)nc1	1	15.0	-2.0	-6.0
CC1CCN(C(=O)C2CCCN(S(C)(=O)=O)C2)CC1 (configuration not stated)	1.06	12.0	0.0	-15.0
COc1ccc(C2N(c3cccc(Cl)c3)C(=O)C3CCCN32)cc1 (configuration not stated)	1.03	0.0	-6.0	-3.0
Cc1cc(C(=O)Nc2sc3c(c2C#N)CCCCC3)cs1	1.54	5.0	9.5	-20.5
COc1cccc(Cn2nnc(C(=O)NCc3ccc(F)cc3)c2N)c1	0.89	12.0	10.0	-1.0
COc1ccc(C2CC(c3ccc(Cl)cc3Cl)n3nc(N)nc3N2)cc1 (configuration not stated)	1.07	6.0	-5.0	6.0
Cc1cc(C)nc(-n2nc(C)cc2NC(=O)c2ccc(Br)o2)n1	1.11	9.0	1.5	3.0
COc1cc(Nc2cc(C)nc3nc(C)nn23)cc(OC)c1OC	0.99	8.0	2.0	2.0
CCCc1nc2ccccc2c2nc(N)nn12	1.03	8.0	-17.0	-11.0
CC(C)n1nnnc1SCC(=O)Nc1ccccc1N1CCOCC1	1	6.0	-3.5	0.5
Cc1ccc2c(c1)NC(=O)C(CC(=O)NCCN(C)C)O2 (configuration not stated)	1.03	2.0	2.0	3.0
CC(C)(C)c1ccc(S(=O)(=O)N2CCCCC2C(=O)NCc2ccccn2)cc1 (configuration not stated)	0.99	4.0	5.0	7.0
CCOc1ccccc1C1C(C#N)=C(N)Oc2n[nH]c(CC)c21 (configuration not stated)	1.11	4.0	-10.0	-5.0
CN1CCN(C(=O)c2ccc3c(c2)N(Cc2ccc(Cl)cc2)C(=O)c2ccccc2S3=O)CC1 (configuration not stated)	1.06	7.0	2.0	4.0
Cc1ccccc1-c1nc(CN2CCC(C(=O)NCCC3=CCCCC3)CC2)c(C)o1	1.01	34.0*	-7.0	38.0
OC(CN1CCN(c2ccccn2)CC1)Cn1c2ccccc2c2ccccc21 (configuration not stated)	0.9	11.0	14.0	-26.5
Cc1nc2sc(C(c3cccs3)N3CC(C)CC(C)C3)c(O)n2n1 (configuration not stated)	0.98	5.0	1.0	-1.0
CCn1cc(C(=O)Nc2cccc(NC(C)=O)c2)c2cc(OC)c(OC)cc2c1=O	1.02	4.0	0.0	-1.0
O=C(CSc1nc(-c2ccccc2)cs1)NC(=O)NCc1ccco1	1.03	9.0	3.5	-10.0
O=C(CCN1C(=O)c2ccncc2C1=O)NCc1ccc(Cl)cc1	0.96	2.0	2.0	1.0
CC1CCC(NC(=O)c2ccc(CS(=O)(=O)Cc3ccccc3F)o2)CC1 (configuration not stated)	1.25	4.0	?	?
Continuation.
SMILES	Autofluor Jurkat	LNCaP diff act	VLA-4 agonist	VLA-4 antagonist
O=C(CCn1c(=S)[nH]c2cc3c(cc2c1=O)OCO3)N1CCN(C2CCCCC2)CC1	1.04	5.0	3.7	-15.0
Cc1noc(C)c1S(=O)(=O)N(CC(=O)N1CCn2c1nc1ccccc12)c1ccc(C(C)C)cc1	1.06	3.0	3.0	11.0
CCCc1cc(C(=O)Nc2sc3c(c2C(=O)OCC)CCCC3)no1	1.11	23.0	-1.0	7.0
Cn1c(=O)[nH]c(=O)c2c1nc(CN(Cc1ccccc1)Cc1ccccc1)n2CCN1CCOCC1	1.16	8.0	-6.0	16.0
O=C(CCn1c(=O)oc2ccccc21)N1CCN(C(c2ccccc2)c2ccccc2)CC1	1.09	15.0	-7.0	-4.0
CCOCc1cc(C)[nH]c(=O)c1C#N	1.05	14.0	-3.0	-5.0
Cc1cccc(CS(=O)(=O)Cc2ccc(C(=O)NCCCN3CCOCC3)o2)c1	1.05	5.0	1.0	-1.0
CC1=C(C(N)=O)C(c2cccs2)n2nc(-c3cccc(Cl)c3)nc2N1 (configuration not stated)	0.96	10.0	-1.0	6.0
Cc1cc(C(=O)NCc2ccc3c(c2)OCO3)n(-c2ccccc2)n1	1.04	4.0	0.0	-11.0
Cc1oc(-c2ccccc2F)nc1CS(=O)(=O)CC(=O)NCc1ccco1	1.06	3.0	0.7	-4.7
CCN(CC)S(=O)(=O)c1ccc2oc(SCc3ccc(F)cc3)nc2c1	1.03	12.0	-5.0	8.0
O=c1c(CN2CCN(Cc3ccccc3)CC2)coc2ccc(Cl)cc12	1.06	3.0	5.0	-27.5
CC(=O)c1ccc(NC(=O)C2CC(c3ccc(F)cc3)=NO2)cc1 (configuration not stated)	0.97	7.0	-3.0	-12.0
CCOc1ccc(C2CC(c3cccc(OC)c3)Nc3ncnn32)cc1 (configuration not stated)	1.05	6.0	1.0	10.0
O=C(CC(=O)N1CCN(c2ccccn2)CC1)Nc1ccc2nc3n(c(=O)c2c1)CCCCC3	1.1	4.0	0.0	5.0
COc1ccc(CCNC(=O)C2CCN(Cc3nc(-c4cccc(Cl)c4)oc3C)CC2)cc1OC	1.16	24.0	-12.0	48.7
Cc1ccc(NC(=O)c2noc3c2CCCCC3)cc1	1.05	9.0	-1.0	6.0
Cc1onc(-c2c(Cl)cccc2Cl)c1C(N)=O	1.03	7.0	0.0	-16.5
Cn1c(=O)oc2cc(S(=O)(=O)N3CCC(C(=O)Nc4ccc(OC(F)(F)F)cc4)CC3)ccc21	1.05	2.0	-0.7	-11.7
Cc1cc(C)nc(SCCS(=O)Cc2ccc(Cl)cc2)n1 (configuration not stated)	1.06	8.0	-2.0	-12.5
O=c1oc2ccccc2c2nccnc12	0.89	3.0	11.5	-13.5
O=C(O)CCCc1nc(-c2ccccc2)no1	1	6.0	1.5	-18.5
CS(=O)(=O)N(CC(=O)NCc1ccncc1)Cc1ccc(Cl)cc1	0.99	13.0	4.0	-3.0
O=c1cc(O)nc(SCc2ccc(Cl)cc2)[nH]1	1.07	14.0	?	?
O=C(CN(c1ccc(F)cc1)S(=O)(=O)c1ccc2c(c1)OCCO2)Nc1ccc2c(c1)OCO2	1.07	11.0	0.0	-7.5
COc1cc(NC(=O)Cc2cccs2)ccc1-n1cnnn1	1.01	4.0	1.5	-6.5
CN(C)C=Nc1nonc1N	0.99	8.0	1.0	-24.0

An excerpt from above in order of length of the SMILES, rising:
SMILES	Autofluor Jurkat	LNCaP diff act	VLA-4 agonist	VLA-4 antagonist
CN(C)C=Nc1nonc1N	0.99	8.0	1.0	-24.0
O=c1oc2ccccc2c2nccnc12	0.89	3.0	11.5	-13.5
O=C(O)CCCc1nc(-c2ccccc2)no1	1	6.0	1.5	-18.5
Cc1ccc(NC(=O)c2noc3c2CCCCC3)cc1	1.05	9.0	-1.0	6.0
O=c1cc(O)nc(SCc2ccc(Cl)cc2)[nH]1	1.07	14.0	?	?
COc1cc(NC(=O)Cc2cccs2)ccc1-n1cnnn1	1.01	4.0	1.5	-6.5
Cc1cc(C)nc(SCCS(=O)Cc2ccc(Cl)cc2)n1 (configuration not stated)	1.06	8.0	-2.0	-12.5
CCOc1ccc(C2CC(c3cccc(OC)c3)Nc3ncnn32)cc1 (configuration not stated)	1.05	6.0	1.0	10.0
CS(=O)(=O)N(CC(=O)NCc1ccncc1)Cc1ccc(Cl)cc1	0.99	13.0	4.0	-3.0
Cc1cc(C(=O)NCc2ccc3c(c2)OCO3)n(-c2ccccc2)n1	1.04	4.0	0.0	-11.0
CCN(CC)S(=O)(=O)c1ccc2oc(SCc3ccc(F)cc3)nc2c1	1.03	12.0	-5.0	8.0
Cc1oc(-c2ccccc2F)nc1CS(=O)(=O)CC(=O)NCc1ccco1	1.06	3.0	0.7	-4.7
COc1ccc(CCNC(=O)C2CCN(Cc3nc(-c4cccc(Cl)c4)oc3C)CC2)cc1OC	1.16	24.0	-12.0	48.7
O=C(CC(=O)N1CCN(c2ccccn2)CC1)Nc1ccc2nc3n(c(=O)c2c1)CCCCC3	1.1	4.0	0.0	5.0
O=C(CN(c1ccc(F)cc1)S(=O)(=O)c1ccc2c(c1)OCCO2)Nc1ccc2c(c1)OCO2	1.07	11.0	0.0	-7.5
Cn1c(=O)oc2cc(S(=O)(=O)N3CCC(C(=O)Nc4ccc(OC(F)(F)F)cc4)CC3)ccc21	1.05	2.0	-0.7	-11.7

Some of the compounds tested; rates above refer to the full screens.
